Screens deposited in PubChem by National Center for Advancing Translational Sciences (NCATS).
D2 PAM – HTS Assay for Positive Allosteric Modulators of the Human D2 Dopamine Receptor: Primary Screen for Potentiators; 340,000 compounds, 0.34% hits; HEK293 T-REx D2, calcium flux, EC20 dopamine potentiation; AID 485347, 2010; potentiation, % at 10 µM; D(2) dopamine receptor (Homo sapiens), P14416;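 active = potentiation over 3 SD above the plate norm, cut at about 30% in these data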; also: 0% is about no effect
Target sequence (P14416 whole entry, looked up): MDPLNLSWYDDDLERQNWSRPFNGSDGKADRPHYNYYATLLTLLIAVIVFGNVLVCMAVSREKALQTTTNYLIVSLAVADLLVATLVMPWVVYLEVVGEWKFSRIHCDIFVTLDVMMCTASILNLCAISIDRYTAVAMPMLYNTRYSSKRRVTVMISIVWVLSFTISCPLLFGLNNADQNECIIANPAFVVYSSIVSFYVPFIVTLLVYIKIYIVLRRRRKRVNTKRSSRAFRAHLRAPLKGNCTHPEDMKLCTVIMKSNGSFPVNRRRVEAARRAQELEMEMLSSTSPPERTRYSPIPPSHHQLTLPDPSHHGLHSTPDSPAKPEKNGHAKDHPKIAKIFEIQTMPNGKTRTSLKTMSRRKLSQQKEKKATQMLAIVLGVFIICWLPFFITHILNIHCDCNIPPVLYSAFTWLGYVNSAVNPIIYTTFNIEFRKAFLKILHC
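Tetracycline-induced Hek293 Trex D2 cells, force-coupled to calcium, loaded with no-wash calcium dye. Compound added with 180 s kinetic read for agonism, then EC20 dopamine and a further 180 s read for potentiation.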
D2 antagonist – HTS Assay for Allosteric Antagonists of the Human D2 Dopamine Receptor: Primary Screen for Antagonists | 340,000 compounds, 2% hits | HEK293 TREx D2 cells, calcium flux, dopamine EC80 | inhibition, % at 10 µM | AID 485344, 2010 | D(2) dopamine receptor (Homo sapiens), P14416; in the data active = inhibition above about 30%; also: 0% is about no effect
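Dopamine at EC80 is the agonist stimulus; test compounds precede it by 180 s. Calcium flux read kinetically in a force-coupled, inducible HEK293 T-REx D2 cell line.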
D1 antag – Antagonist of Human D 1 Dopamine Receptor: qHTS | D(1A) dopamine receptor (Homo sapiens), P21728 | HEK293 TREx D1 cells, calcium flux, dopamine EC80; hits give low values | 360,000 compounds, 3.2% hits | AID 504652, 2011 | activity change, negative = inhibition, % at 10 µM; in the data active = activity change below about -30%; also: % is scaled to controls: 0 for no effect and ±100 for the full control effect
Target sequence (P21728 whole entry, looked up): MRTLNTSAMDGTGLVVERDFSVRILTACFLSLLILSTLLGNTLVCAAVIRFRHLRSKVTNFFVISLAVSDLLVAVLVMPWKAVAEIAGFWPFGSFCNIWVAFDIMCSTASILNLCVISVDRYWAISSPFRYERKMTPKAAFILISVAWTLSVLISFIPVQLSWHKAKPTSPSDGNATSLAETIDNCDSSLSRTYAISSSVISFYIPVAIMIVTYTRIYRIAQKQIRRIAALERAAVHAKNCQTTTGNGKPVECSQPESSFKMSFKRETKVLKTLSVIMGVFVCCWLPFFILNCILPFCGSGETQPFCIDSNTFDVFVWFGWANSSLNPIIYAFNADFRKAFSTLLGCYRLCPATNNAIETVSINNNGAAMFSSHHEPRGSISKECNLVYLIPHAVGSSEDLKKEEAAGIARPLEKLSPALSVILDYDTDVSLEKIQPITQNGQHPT
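Antagonism measured as reduced calcium response to an EC80 dopamine addition following 180 s compound pre-read; cells were inducible HEK293 Trex D1 plated overnight at 30 C, read kinetically at 1 cycle/sec.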
D1 agonist – Allosteric Agonists of the Human D1 Dopamine Receptor: qHTS. activation, % at 2 µM. HEK293 T-REx D1 cells, calcium flux, agonist mode. D(1A) dopamine receptor (Homo sapiens), P21728. 360,000 compounds, 1% hits; in the data active = activation above about 30%; also: 0% is about no effect
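Agonism was scored from calcium flux recorded over 180 s (1 read/s) after pintool compound addition, following a 10-cycle baseline. Cells were inducible force-coupled HEK293 TREx D1, plated overnight at 30 C and loaded with no-wash calcium dye.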
RXFP1 antagonist – qHTS Assay for Antagonists of the Relaxin Receptor RXFP1 | HEK293-RXFP1, relaxin-stimulated cAMP HTRF, 30 min; hits give low values | activity change, negative = inhibition, % at 57.5 µM | 350,000 compounds, 0.59% hits | AID 1259400, 2018;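 active = activity change of -60% or lower, but not beyond a set lower limit; inconclusive = change between -60% and -40%, or beyond the set limit; inactive = change above -40%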; also: % is scaled to controls: 0 for no effect and ±100 for the full control effect
D2 ag – HTS Assay for Allosteric Agonists of the Human D2 Dopamine Receptor: Primary Screen for Agonists | HEK293 T-REx D2 cells, calcium flux agonist mode | AID 485358, 2010 | 340,000 compounds, 0.53% hits | D(2) dopamine receptor (Homo sapiens), P14416 | activation, % at 2 µM;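 active = activation over 3 SD above normal in the single-dose calcium agonist read, cut at about 30% in these data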; also: 0% is about no effect
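Agonism scored from kinetic calcium signal (1 read/sec, 180 s) following compound pin transfer, after a 10 s baseline. Cells: HEK293 Trex line expressing inducible D2 receptor coupled to calcium, dye-loaded after overnight culture at 30 C.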
D1 potentiator – Potentiators of Human D1 Dopamine Receptor: qHTS; HEK293 TREx D1 cells, calcium flux, dopamine EC20 potentiation; potentiation, % at 10 µM; 360,000 compounds, 0.036% hits; AID 504651, 2011; in the data active = potentiation above about 30%; also: 0% is about no effect
RXFP1 agonist – qHTS Assay for Agonists of the Relaxin Receptor RXFP1. Relaxin receptor 1 (Homo sapiens), Q9HBX9. HEK293T-RXFP1 cAMP TR-FRET, 30 min; response scale: percent of porcine relaxin response, buffer zero. Potency, µM (doses to about 57.5 µM), for the others: at the top dose activation, actives largely listed as activators. 370,000 compounds, 0.3% hits; active = well fitted activation curve with a large enough effect; inconclusive = small, poorly fitted or top-dose-only effect; also: potency is read from the fitted curve at half-maximal effect; % is scaled to controls: 0 for no effect and ±100 for the full control effect; nearly all actives have a fitted effect of over 60% in size; many of its hits are not listed in these tables
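Agonist response is measured as cAMP accumulation in an RXFP1-transfected HEK293T line under PDE4 inhibition. Values are scaled between buffer-only and 29 nM porcine relaxin, and EC50s come from standard Hill equation fits.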
TRHR PAM – qHTS for Small Molecule Agonists and Allosteric Enhancers of Human TRH Receptor: Primary Screen for Enhancers | enhancement, % at 2 µM | TRHR cells, fluo-8 calcium fluorescence, EC20 TRH enhancement | 360,000 compounds, 0.66% hits | AID 493056, 2011; in the data active = enhancement above about 30%; also: 0% is about no effect
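TRHR-expressing cells loaded with fluo-8 calcium dye were read kinetically (ex 480/em 530) during compound addition, then stimulated with an EC20 of TRH (10 nM final). Enhancement of the Gq-mediated intracellular calcium response was scored.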
Starred values were filed as active, the others as inactive; ? = inconclusive; · = no result given; & = joins results of further samples. Not all compounds are listed; the hit share may differ from the screen's.

Molecule,D2 PAM,D2 antagonist,D1 antag,D1 agonist,RXFP1 antagonist,D2 ag,D1 potentiator,RXFP1 agonist,TRHR PAM
COc1cc(/C=N/NC(=O)c2ccc(-n3cccc3)cc2)ccc1O,-6,14,5,0,-4,-0.9,-4,3.9%,6
COc1cc(NC(=O)c2ccc(S(=O)(=O)N(C)C)cc2)cc(OC)c1OC,-2,1,-15,3,-5,0.5,0,4.0%,7
Cc1onc(-c2ccccc2)c1-c1ccnc(N)n1,-5,5,11,4,3,0.3,-2,-0.3%,1
CCOc1ccc2[nH]c(C)c(CN3CCN(C)CC3)c(=O)c2c1,-4,-12,-6,0,0,-1.0,-1,2.2%,1
COc1ccc(NS(=O)(=O)c2c(C)n(C)c(=O)n(C)c2=O)cc1OC,·,·,-31*,0,-1,·,0,0.3%,-1
O=C(/C=C/c1ccc(-c2cccc([N+](=O)[O-])c2)o1)N1CCOCC1,-13,-6,4,1,27,16,-7,-1.9%,17
COc1ccc(-c2nnc(SCC(=O)NCc3cccs3)n2C(C)C)cc1,-21,3,-6,-1,-6,1.3,2,-0.2%,6
CCOC(=O)CC(NC(=O)CCc1c(C)nc2c(-c3ccccc3)c(C)nn2c1C)c1ccc(OC(C)C)cc1 (stereo not drawn),6,·,3,1,·,1.6,1,-0.6%,0
NCCNc1ccc([N+](=O)[O-])c(Sc2nc3ccccc3[nH]2)c1,-16,8,5,1,1,-1.7,-2,2.0%,-1
CC(C)C[C@H](N)c1cn([C@@H](Cc2ccc(O)cc2)C(=O)N2CCNCC2)nn1,-1,9,3,-5,·,·,-5,-0.8%,1
O=C(Nc1ccc(F)cc1)C1CCCCC1,-3,7,-20,7,-14,-0.5,-6,1.1%,2
O=C(COC(=O)C12CC3CC(CC(Cl)(C3)C1)C2)NCc1ccco1,·,·,3,-1,·,·,5,·,2
Cc1sc(NC(=O)c2ccco2)c(CN2CCCCC2)c1C,-1,3,8,0,-2,0.2,4,0.8%,5
O=C(CN(Cc1ccc2c(c1)OCO2)C(=O)CNC(=O)c1ccco1)NC1CCCCC1,2,-10,0,3,3,-0.1,-3,0.3%,10
CCC(=O)c1ccc(OCC(=O)Nc2ccc3nc(C)sc3c2)cc1,2,-5,2,8,14,-2.1,-1,28%,0
CCOc1ccccc1Nc1nnc(Cc2ccccc2Cl)c(=O)[nH]1,6,-11,-32*,10,-7,0.2,-10,4.2%,5
COCC1CCN(C(=O)CCc2nnc(C3(c4ccc(Cl)cc4)CCC3)o2)CC1,5,-2,-8,2,14,0.4,-2,-2.8%,2
CCOC(=O)c1sc(=NC(=O)c2ccccc2)n(C)c1C,-3,-16,10,4,-9,-0.1,-5,5.4%,-2
CCCCn1nnnc1SCC(=O)N(CC)CC,-9,23,6,2,9,0.1,2,-1.0%,-5
CCc1n[nH]c(=S)n1/N=C/C(C)=C\c1ccccc1,-6,22,-9,1,5,1.9,6,-4.1%,26
CN1CCN(C(CNC(=O)C(=O)Nc2ccc(Cl)cc2)c2cccnc2)CC1 (stereo not drawn),-10,·,16,17,3,0.2,-2,1.1%,-10
COc1ccc(/C=N/NC(=O)c2ccc3nc[nH]c3c2)c(OC)c1,-1,25,14,2,5,-0.1,-5,0.9%,-2
CCC1=C([N+](=O)[O-])C(c2ccc3c(c2)OCO3)NC(=O)N1 (stereo not drawn),-4,-13,-1,1,1,0.6,-1,-0.5%,-4
CN(C)C(=O)CN1C(=O)NC2(CCCc3ccccc32)C1=O (stereo not drawn),8,-10,15,3,13,-0.2,-3,1.8%,-3
CCOc1ccc(Nc2c3c(nc4nncn24)CCC3)cc1,7,·,0,2,·,-0.7,-2,13%,1
O=C(NCc1ccc(F)cc1)NC(=O)c1ccc(Cl)cc1,1,2,6,-1,14,0.2,-7,-0.8%,5
Cc1ccc(C)c(OCC(=O)O/N=C(\N)c2ccccn2)c1,3,2,-12,4,-4,1.2,0,0.0%,6
Cc1nc2scc(-c3ccc(Cl)cc3)c2c(=O)o1,-2,0,2,5,2,-0.9,-3,0.9%,-3
COc1cc2[nH]c(=O)n(Cc3ccc(C(=O)NC4CCN(Cc5ccccc5)CC4)cc3)c(=O)c2cc1OC,-38,91*,9,4,0,-0.4,4,-1.1%,2
CCCCCSc1nc2c(c(=O)[nH]c(=O)n2C)n1C,-7,7,18,5,0,0.1,·,1.1%,-6
CC(=O)C1=C(O)C(=O)N(Cc2cccnc2)C1c1ccc(Cl)cc1Cl (stereo not drawn),16,17,17,-1,-10,0.2,-1,9.8%,10
Cc1nn(CC(C)C)c2sc(C(=O)NC3CC(C)(C)NC(C)(C)C3)cc12,3,-3,-1,-2,1,-0.5,-3,0.2%,-5
Cc1ccc(N2CS(=O)(=O)/C(=C/N(C)C)C2=O)cc1,3,4,-2,2,-5,-1.8,-2,5.9%,-6
CC(C(=O)O)N1C(=O)CSC1=S (stereo not drawn),8,-7,3,1,-5,-0.3,-2,0.4%,14
CCCCn1c(NCCN(C)C)nc2c1c(=O)[nH]c(=O)n2C,10,-17,-3,2,8,-0.5,-4,3.1%,9
COc1ccccc1CNC(=O)CN(C)c1nn2c(=O)cc(C)nc2s1,2,·,7,3,·,0.1,-1,6.4%,2
O=C(NCCCN1CCN(c2ccccc2F)CC1)c1ccc2nc(Cc3ccccc3)oc2c1,-26,·,-49*,26,-8,·,-4,2.9%,0
CCOC(=O)N1CCN(C(=O)COC(=O)CNC(=O)c2ccc(OCC)c(OCC)c2)CC1,15,-6,7,3,-1,0.1,5,-0.2%,4
COc1cccc(/C=N/n2c(SC)nnc2-c2ccccc2)c1O,17,3,-1,30*,16,2.4,-2,1.6%,5
Cc1ccc(C(=O)N(c2ccccn2)C(C)c2ccco2)cc1 (stereo not drawn),11,-7,1,1,-3,-0.7,3,4.2%,1
O=C(O)CCn1c(C(=O)O)cc2sccc21,9,-2,10,2,12,-0.9,1,2.1%,-5
Cc1ccc(/C=N/Nc2nc(N3CCCCC3)nc(N3CCCCC3)n2)o1,-3,1,-3,1,-22,-0.2,0,0.0%,3
CN(C(=O)COC(=O)/C=C/c1ccc2ccccc2n1)c1c(N)n(Cc2ccccc2)c(=O)[nH]c1=O,3,1,5,2,-10,0.3,3,0.7%,2
O=C(Cc1ccccc1)N/N=C/c1ccc([N+](=O)[O-])s1,7,-5,-28,18,-1,-0.2,-8,-0.4%,8
CCCCC(=O)OCC(=O)N1N=C(c2c[nH]c3ccccc23)C(O)C1c1ccc(OC)cc1 (stereo not drawn),22,3,-4,2,-11,-0.5,11,-2.0%,12
O=C(CN(CC1CCCO1)C(=O)CCC(=O)Nc1nccs1)NCC1CCCO1 (stereo not drawn),1,-2,12,2,-11,0.9,1,-0.2%,12
O=C(NCC(=O)N1CCN(c2ccccc2)CC1)c1ccccc1,7,-5,3,0,-6,0.7,6,1.7%,1
COc1cc(CC(=O)Nc2nc(-c3ccc(F)c(F)c3)cs2)cc(OC)c1OC,10,8,-18,10,-16,-0.1,-7,-2.9%,-8
COc1ccc(OCCSc2nnc(C)n2-c2ccccc2)cc1,13,25,-3,2,12,-1.0,1,0.7%,-2
Cc1cccc(NC(=O)Nc2ccc3c(c2)OCO3)n1,-2,-9,5,0,7,-1.1,7,1.1%,5

Following part
Molecule,D2 PAM,D2 antagonist,D1 antag,D1 agonist,RXFP1 antagonist,D2 ag,D1 potentiator,RXFP1 agonist,TRHR PAM
O=C(Cc1cccc2ccccc12)Nc1ccc(N2CCOCC2)cc1,-1,-7,15,5,1,0.9,17,1.9%,18
Cc1ccc(N/C=C2\C(=O)C3(C)CCC2C3(C)C)cc1C (stereo not drawn),·,-8,20,2,-39,0.5,0,-0.1%,5
Cc1ccc(CS(=O)(=O)CCC(=O)NCCN(C)Cc2ccccc2)cc1,-7,1,5,1,9,0.5,-7,-0.4%,2
COc1ccccc1NC(=O)CCSc1nc(C)cc(C)n1,-4,21,14,1,11,-1.2,-1,0.8%,10
COc1ccc(C(=O)Nc2nnc(S(=O)(=O)N3CCCCCC3)s2)cc1OC,5&-6,13,-3&-4,1&14,-11,-0.3&0.0,-4&-2,14%&-0.1%,4&0
O=C(O)C1=C(C(=O)Nc2cc(C(F)(F)F)ccc2Cl)CCCC1,-1,-17,1,1,-8,-0.9,-1,1.8%,-7
CC(=O)Nc1ccc(NC(=O)c2nc(S(=O)(=O)Cc3ccc(F)cc3)ncc2Cl)cc1,3,·,-4,-2,?,-1.3,-1,1.2%,-1
Cc1nn(-c2ccc([N+](=O)[O-])cc2)c2c1C(c1ccc(OC(F)F)cc1)N1C(=N2)C(=O)Nc2ccccc21 (stereo not drawn),-6,-8,7,3,-4,-0.9,-3,2.5%,7
COc1ccccc1N=Cc1nc(-c2ccccc2)oc1OC(C)=O,-9,50*,-2,2,-5,0.5,5,-1.3%,-1
CCOC(=O)c1c(NC(=O)C2=C(C)NC(=S)NC2c2ccc(C)cc2)sc(C)c1C (stereo not drawn),7,5,21,1,-11,0.2,-3,-0.4%,-13
CC(C)(C)c1ccc(OCCN2CCCC2)cc1,-19,2,0,18,0,0.4,-2,1.3%,-3
c1csc(-c2nc(CN3CCSCC3)cs2)c1,-23,15,1,2,-2,-0.3,-14,1.5%,-6

Grouped by structure: the compounds so far containing a COOH group
Molecule,D2 PAM,D2 antagonist,D1 antag,D1 agonist,RXFP1 antagonist,D2 ag,D1 potentiator,RXFP1 agonist,TRHR PAM
CC(C(=O)O)N1C(=O)CSC1=S (stereo not drawn),8,-7,3,1,-5,-0.3,-2,0.4%,14
O=C(O)CCn1c(C(=O)O)cc2sccc21,9,-2,10,2,12,-0.9,1,2.1%,-5
O=C(O)C1=C(C(=O)Nc2cc(C(F)(F)F)ccc2Cl)CCCC1,-1,-17,1,1,-8,-0.9,-1,1.8%,-7
